# ERp5 inh – inhibitors of human ERp5; inhibition, % at 9.99 µM; 350,000 compounds, 0.05% hits; Q15084; ERp5 insulin aggregation, absorbance 650 nm, 90 min;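 active = mean replicate inhibition above about 25%, with every replicate also reaching it, limit read from the data, passing the limit was not always enough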
# Target sequence (Q15084 whole entry, looked up): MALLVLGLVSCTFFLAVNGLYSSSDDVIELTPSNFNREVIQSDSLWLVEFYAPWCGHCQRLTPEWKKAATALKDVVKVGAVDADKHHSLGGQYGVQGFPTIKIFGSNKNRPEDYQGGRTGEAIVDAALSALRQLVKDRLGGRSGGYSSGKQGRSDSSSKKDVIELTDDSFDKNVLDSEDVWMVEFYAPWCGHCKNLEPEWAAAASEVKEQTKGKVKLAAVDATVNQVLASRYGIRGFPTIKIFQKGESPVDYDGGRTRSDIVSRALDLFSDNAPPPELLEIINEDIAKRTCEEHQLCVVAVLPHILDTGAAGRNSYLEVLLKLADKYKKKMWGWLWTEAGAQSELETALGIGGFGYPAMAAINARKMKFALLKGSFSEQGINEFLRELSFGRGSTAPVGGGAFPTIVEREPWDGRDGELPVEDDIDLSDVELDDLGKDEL
# esBAF inh – inhibitors of esBAF chromatin remodeling in mouse ES cells. AID 602393. reporter increase, % at 12.5 µM. 350,000 compounds, 2% hits. Bmi1-luciferase knock-in reporter, 24 h; 100% = twice the neutral-well signal; in the data active = activation above about 40%;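 also: 0% = median of the plate's neutral control wells and 100% = double that signal; a rise in the Bmi1 reporter signal indicates esBAF inhibition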
# PglD inh – inhibitors of Campylobacter jejuni PglD acetyltransferase; inhibition, % at 12.5 µM; 360,000 compounds, 0.098% hits; purified PglD enzyme, DTNB colorimetric CoA detection; in the data active = inhibition above about 16%, passing the limit was not always enough; also: strong numbers were not always called active
# ARNT TACC3 PPI – ARNT/TACC3 interaction disruption; Q9Y6A5; AlphaScreen His-ARNT PAS-B/GST-TACC3 binding, luminescence; TACC3 fragment carries E629A point mutation; inhibition, % at 9.99 µM; 390,000 compounds, 0.66% hits; AID 623870;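 active = mean inhibition of replicates at least 50% and at least half of replicates each reaching 50%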;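 also: 0% = complete ARNT plus TACC3 wells and 100% = ARNT alone without TACC3; many hits fall short of the cut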
# RAD52 anneal inh – blocks human RAD52 DNA annealing; P43351; recombinant RAD52 DNA annealing, FRET fluorescence; inhibition, % at 18.7 µM; 360,000 compounds, 0.46% hits; AID 651710;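 active = every replicate showing at least 50% inhibition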
# Casp6 inh – caspase-6 (human) enzyme inhibition | purified caspase-6, Z-VEID-R110 cleavage fluorescence | inhibition, % at 12.5 µM | 350,000 compounds, 0.53% hits | P55212 | AID 686996;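 active = mean inhibition across replicates at least about 35%, with every replicate also reaching that limit, limit read from the data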;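 also: 0% = median of neutral control wells and 100% = no fluorescence left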
# Target sequence (P55212 24-179 limits assumed): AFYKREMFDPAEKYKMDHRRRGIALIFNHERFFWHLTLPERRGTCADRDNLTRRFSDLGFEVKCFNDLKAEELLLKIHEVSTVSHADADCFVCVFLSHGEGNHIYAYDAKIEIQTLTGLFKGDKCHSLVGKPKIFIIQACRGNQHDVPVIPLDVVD
# Target sequence (P55212 194-293 limits assumed): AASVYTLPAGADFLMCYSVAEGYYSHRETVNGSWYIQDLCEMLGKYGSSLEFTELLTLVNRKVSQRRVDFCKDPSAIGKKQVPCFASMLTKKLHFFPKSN
# RAD54 branch – inhibitors of human RAD54 branch migration. AID 602329. RAD54 Holliday junction branch migration, FAM/BHQ fluorescence. 360,000 compounds, 0.14% hits. Q92698. inhibition, % at 10.4 µM;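 active = mean normalized replicate activity at least 40 and at least half of replicates scoring 40 or more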;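 also: 0% = median of neutral control wells and 100% = median of positive control wells; inhibitors cause a drop in the FAM fluorescence signal; in these data hits start at about 50%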
# E-sel inducer – induces E-selectin expression in human endothelial cells; HUVEC E-selectin immunofluorescence imaging; normalized: neutral wells 0, TNF-alpha wells 100; 260,000 compounds, 0.37% hits; P16581; activation, % at 7.58 µM; AID 686992;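 active = mean E-selectin-positive cell signal at least 10% of the positive control, reached in at least 60% of replicates, without over 20% cell loss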;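 also: in these data hits start at about 27%; measured in HUVEC primary endothelial cells; signal is the percent of cells scored E-selectin positive by PE staining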
#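 Assay system: HUVEC primary endothelial cells. Input: 3,000 HUVEC seeded per well. Doses: one compound dose added by pin transfer. Read-out basis: % PE-positive cells. Benchmarks: TNF-alpha high, DMSO low. Detection: immunofluorescence imaging. Buffer or medium: EGM-2, gelatin.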
# * = called active by the depositor; . = no result given; & = joins results of further samples.
SMILES	ERp5 inh	esBAF inh	PglD inh	ARNT TACC3 PPI	RAD52 anneal inh	Casp6 inh	RAD54 branch	E-sel inducer
CCOCCCNC(=O)c1cn(CC)c2ccc(S(=O)(=O)N3CCCC3)cc2c1=O	3	5	7	-28	-7	2	1	.
O=C(C1CCC1)N1CC2(C1)[C@H](c1ccccc1)[C@H](CO)N2C(=O)c1ccccn1	-4	.	.	.	-9	-3	.	-0.1
O=C(C[C@H]1C[C@H](C(=O)N2CCCCC2)[C@@]2(CCc3ccccc3)c3[nH]c4ccc(Cl)cc4c3CCN2C1=O)NCCc1ccccn1	.	15	1	2	.	.	-2	.
COc1ccc(N2CCN(C(CNC(=O)c3ccco3)c3cccnc3)CC2)cc1 (centres undefined)	.	-2	1	1	.	.	-3	.
Cc1ccc(C)c(OCc2nc3ccccc3[nH]2)c1	-4	66*	9	9	-13	0	1	.
COc1ccc(S(=O)Cc2ccc(C(=O)NC3CC3)o2)cc1 (centres undefined)	-5	0	-4	4	3	-1	-1	.
COc1ccc(-n2c(Cc3cccn3C)nnc2SCC(=O)Nc2ccc(F)cc2F)cc1	2	4	-2	.	-85	0	3	-0.1
CCCC#Cc1ccc2c(c1)O[C@H](CN(C)C(=O)Nc1ccccc1F)[C@H](C)CN([C@H](C)CO)S2(=O)=O	-2	-13	10	33	-16	4	0	-0.1
C[C@@H]1CN([C@@H](C)CO)C(=O)c2cc(NS(=O)(=O)c3ccccc3)ccc2O[C@@H](C)CCCCO[C@H]1CN(C)Cc1ccc(C(F)(F)F)cc1	-7	-3	-3	3	31	1	-7	-0.1
CCc1nc2ccc(C(=O)N3CCN(c4ccccc4)CC3)cn2c1N(C)CCCc1ccccc1	3	-2	-3	.	-58	-5	-8	0.8
CN(C)S(=O)(=O)n1cc(/C=C(\NC(=O)c2ccccc2Cl)C(=O)NCCN2CCOCC2)c2ccccc21	0	7	.	-1	-5	1	.	0.2
NS(=O)(=O)c1cccc(NC(=O)c2cc3ccccc3o2)c1	0	.	.	1	-16	-1	.	.
Nc1ccc(N=Nc2ccc(O)cc2)c(N)n1	7	.	.	31	-7	4	.	-1.2
CNC[C@H]1Oc2cc(C#CCC3CCCC3)ccc2S(=O)(=O)N([C@H](C)CO)C[C@H]1C	-1	-3	0	-2	-62	-5	-3	0.3
C[C@@H]1CCCCO[C@H](CN(C)Cc2ccc(C(=O)O)cc2)[C@H](C)CN([C@H](C)CO)C(=O)c2cc(NC(=O)Nc3ccc(F)cc3)ccc2O1	1	0	1	1	7	-1	-4	0.0
COc1cccc(NC(=O)N2CCC(NC(=O)C(Cc3cccc(C)c3)NC(C)=O)CC2)c1 (centres undefined)	0	-2	-1	-4	1	.	-1	0.8
CCC(=O)N(CCN1CCOCC1)Cc1cc2cc3c(cc2nc1Cl)OCO3	0	.	.	4	-19	-1	.	.
COc1ccc(NC(=O)Nc2ccc3c(c2)CC(=O)N([C@H](C)CO)C[C@@H](C)[C@@H](CN(C)Cc2ccccc2)O3)cc1	-13	2	2	11	-21	-2	9	0.7
Cn1nc(C(F)(F)F)c(C(=O)Nc2ccc(F)cc2F)c1Sc1ccc(Cl)cc1	.	-1	-1	-18	.	.	11	.
CCC(=O)N1CCN(c2ccccc2NC(=O)COc2ccccc2Cl)CC1	6	39	-3	-3	-21	0	-2	.
Cc1noc(C)c1NC(=O)N(C)C[C@H]1Oc2ccc(N(C)C)cc2CC(=O)N([C@H](C)CO)C[C@H]1C	-7	-4	1	-7	-1	-4	-8	0.3
Cc1cc(NC(=O)CSc2nc(C)c(C)n2CC(C)C)no1	3	-2	-3	6	-29	-3	6	-0.1
OCC1(Cc2ccccc2)CCN(Cc2cc3ccccc3o2)CC1	2	-7	-1	3	-23	2	0	.
CC(C)C#Cc1ccc2c(c1)O[C@@H](CN(C)C(=O)c1ccccc1)[C@H](C)CN([C@@H](C)CO)S2(=O)=O	.	-1	0	7	.	.	-6	.
CS(=O)(=O)c1ccccc1C(=O)N(CCC1=CCCCC1)c1c(N)n(Cc2ccccc2)c(=O)[nH]c1=O	-4	4	5	-2	-17	4	-4	.
O=C(CN1CCOCC1)N[C@H]1CC[C@@H](CCn2cc(C3CCCCC3)nn2)O[C@H]1CO	-1	0	2	.	2	.	0	-0.3
COc1ccc(/C=C/C(=O)OCC(=O)Nc2ccc3[nH]c(=O)[nH]c3c2)cc1OC	2	.	.	-19	-1	-1	.	0.2
CCOC(=O)C1=C(COC(=O)c2cc([N+](=O)[O-])ccc2Cl)NC(=O)NC1C (centres undefined)	0	-5	-3	.	-9	-2	-6	-0.2
Cc1ccc(C(=O)NC(=S)Nc2ccc3[nH]c(=O)[nH]c3c2)c(C)c1	-3	.	.	-5	-4	-4	.	.
NS(=O)(=O)c1cccc(NC(=O)COC(=O)C2CCCCC2)c1	2	3	3	-5	-6	-2	2	-4.3
COc1cc2c(c(OCC(=O)NC(C)C)c1)C(=O)O[C@@H](C)CCCC(=O)CCCCC2	0	4	-5	2	-31	-1	4	.
O=C(C1=C[C@H](c2csc3ccccc23)C[C@H](OCCCCO)O1)N1CCOCC1	1&0	-7	-2&1	2&2	-8&-32	-5&-2	-4&2	0.0
CC(C)[N+](C)(CCOC(=O)C1c2ccccc2Oc2ccccc21)C(C)C	-10	12	3	-3	-2	4	-2	1.6
O=C(CCCCCNc1nc(=S)[nH]c2ccccc12)NCCC1=CCCCC1	3	-6	.	3	3	.	8	0.1
O=C1Nc2ccc(Br)cc2C12NNc1ccccc1O2 (centres undefined)	1	12	-3	-12	-195	0	-2	.
COC(=O)[C@@H]1C[C@@]2(O)[C@@H](O)[C@@H](O)[C@@H](O)C[C@H]2N1Cc1ccc(C(F)(F)F)cc1	4	-9	1	-5	-11	-2	-5	0.0
CN(C(=O)COC(=O)c1ccccc1Cc1ccccc1)C1CCS(=O)(=O)C1 (centres undefined)	0	5	-3	-5	-75	4	9	-0.1
O=C(C[C@@H]1CC[C@H]2[C@@H](COC[C@@H](O)CN2C(=O)c2ccccc2F)O1)NCc1ccc(-c2ccccc2)cc1	.	2	0	-9	.	.	-12	0.1
Cc1ccc(S(=O)(=O)N2CCN(C(=O)N(c3ccccc3)c3ccccc3)CC2)cc1	.	4	0	7	.	.	5	.
Cn1c(=O)c2c(O)cc(=O)[nH]c2n(-c2ccccc2)c1=O	-7	-8	0	1	-179	1	-2	.
O=C1CCC(=O)N1CN(Cc1ccco1)CN1C(=O)CCC1=O	.	-10	4	0	.	.	-4	.
CCOC(=O)c1sc(N2C(=O)C(O)=C(C(=O)c3ccc(C)o3)C2c2cccc([N+](=O)[O-])c2)nc1C (centres undefined)	3	-12	-4	9	-23	15	-2	-0.7
O=C(CCc1nnc(Cc2ccc(-c3ccccc3)cc2)o1)NCCc1ccccn1	7	.	.	-1	-16	-1	.	.
CC(=O)N(C)C[C@@H]1Oc2cc(-c3cccc(C#N)c3)ccc2S(=O)(=O)N([C@@H](C)CO)C[C@H]1C	2	-1	0	1	8	5	-2	0.2
Cc1ccn2c(=O)nc(SCC(=O)N3CCCc4ccccc43)nc2c1	0	-2	.	3	-13	-2	.	.
COCC(=O)N1C[C@@H](C)[C@@H](OC)CN(C)C(=O)c2ccc(NC(=O)C3CCC3)cc2OC[C@@H]1C	8	2	-2	-6	13	.	-5	0.2
COc1ccc(OCCNc2c([N+](=O)[O-])c(=O)oc3ccccc23)cc1	-1	.	.	-7	-8	4	.	.
CC1=C(C(=O)N(C)C)CC(CC(=O)NCCCN(C)C)C(=O)N1Cc1ccc(F)cc1 (centres undefined)	3	-13	-4	.	0	-5	-9	1.2

# Given field by field: part of the list above.
CC(=O)N(C)C[C@@H]1Oc2cc(-c3cccc(C#N)c3)ccc2S(=O)(=O)N([C@@H](C)CO)C[C@H]1C
  ERp5 inh = 2; esBAF inh = -1; PglD inh = 0; ARNT TACC3 PPI = 1; RAD52 anneal inh = 8; Casp6 inh = 5; RAD54 branch = -2; E-sel inducer = 0.2

Cc1ccn2c(=O)nc(SCC(=O)N3CCCc4ccccc43)nc2c1
  ERp5 inh = 0; esBAF inh = -2; PglD inh = .; ARNT TACC3 PPI = 3; RAD52 anneal inh = -13; Casp6 inh = -2; RAD54 branch = .; E-sel inducer = .

COCC(=O)N1C[C@@H](C)[C@@H](OC)CN(C)C(=O)c2ccc(NC(=O)C3CCC3)cc2OC[C@@H]1C
  ERp5 inh = 8; esBAF inh = 2; PglD inh = -2; ARNT TACC3 PPI = -6; RAD52 anneal inh = 13; Casp6 inh = .; RAD54 branch = -5; E-sel inducer = 0.2

# Next part:
SMILES	ERp5 inh	esBAF inh	PglD inh	ARNT TACC3 PPI	RAD52 anneal inh	Casp6 inh	RAD54 branch	E-sel inducer
Cc1cc(C)c(NC(=O)CN2C(=O)NC3(CCCc4ccccc43)C2=O)c(Cl)c1 (centres undefined)	4	5	.	8	-14	1	.	0.2
Cc1ccc(Nc2ccc([N+](=O)[O-])ccc2=O)cc1	2	.	.	7	-4	1	.	.
Cc1ccsc1C1C(C#N)=C(N)OC2=C1C(=O)CC(C)(C)C2 (centres undefined)	3	-1	-3	-4	-4	1	-7	-0.4
O=C1NC(SCCCF)=N/C1=C/c1ccc(-n2cncn2)cc1	-1	-4	.	-4	-28	1	.	-0.2
CCOc1ccc(-n2ccnc(SCC(=O)NCCc3ccccc3)c2=O)cc1	2	.	-4	1	-13	4	-2	.
N#Cc1cccc(-c2ccc3c(c2)[C@H]2[C@H](CCN2C(=O)c2ccccc2F)[C@@H](CO)N3)c1	-2	8	-1	5	9	0	6	-0.1
C[C@@H]1CCCCO[C@H](CN(C)Cc2ccccc2)[C@H](C)CN([C@H](C)CO)C(=O)c2cc(NC(=O)NC3CCCCC3)ccc2O1	-6	5	-1	12	34	1	-3	0.2
O=C(CCNS(=O)(=O)c1ccc(OC(F)(F)F)cc1)NCCc1c[nH]c2ccccc12	1	-7	0	.	-4	-3	3	-1.3
COc1ccc(CN2C[C@H](O)COC[C@@H]3O[C@H](CC(=O)N4CCc5ccccc5C4)CC[C@H]32)cc1	1	11	-1	21	-2	-3	3	-0.1
O=C(CN1C(=O)c2ccccc2S1(=O)=O)Nc1ccccc1	1	-44	3	0	-9	1	15	.
O=C(Nc1ccc2[nH]ncc2c1)c1ccccc1Cl	-3	16	4	4	-7	-2	1	.
Oc1cccc2ccc(Nc3ccccn3)nc12	.	-84	5	64*	.	.	94*	.
CCN(CC)c1nc(C)nc2c1sc(=S)n2C	2	.	.	7	-32	1	.	.
CN(C)C(=O)[C@H]1[C@H](CO)[C@H]2Cn3c(ccc(-c4ccccc4F)c3=O)[C@@H]1N2C(=O)c1cccnc1	1	0	1	-6	-14	-2	8	-0.3
CC[C@]1(c2ccccc2C)ON(c2ccccc2C(F)(F)F)C1=O	-7	-9	-4	-16	-1	.	1	0.0
O=C(Cc1ccncc1)N1C[C@@H]2N[C@H](C1)C2c1ccc(-c2ccccc2)cc1 (some centres undefined)	2	.	.	.	29	0	.	0.1
CN1C(=O)c2cc(NC(=O)Cc3ccccc3)ccc2OC[C@H]2O[C@@H](CC(=O)NC3CCC3)CC[C@@H]21	-4	-1	3	-14	-1	-11	2	-0.1
COc1ccccc1CC(=O)Nc1cc(C)on1	3	-12	.	.	-33	-1	6	-0.2
CCCCNC(=O)c1nc(C2CCN(S(=O)(=O)c3ccc(OC(F)(F)F)cc3)CC2)oc1-c1ccccc1	1	.	.	.	2	-1	.	-0.1
COc1ccc(S(=O)(=O)Nc2ccc3c(c2)C(=O)N([C@@H](C)CO)C[C@H](C)[C@H](CN(C)S(=O)(=O)c2ccc(Cl)cc2)OCCCC[C@@H](C)O3)cc1	1	6	0	4	-12	1	0	0.3
CC(C)c1ccc(CNC(=O)C(=O)NCC2CCCO2)cc1 (centres undefined)	2	.	.	-5	-17	2	.	.
